# 697 NFkB inh: inhibitors of PMA/ionomycin-induced NF-kB reporter, 697 cells, primary screen, B-cell NF-kB inhibitor project, cell-based, luminescence, uHTS; AID 435022, 2010; 330,000 tested, 0.33% active; inhibition, % at 4 µM; 697 B-cell NF-kB luciferase reporter, 16 h; in the data active means inhibition above about 35%
# tim23-1 inh: growth inhibitors of tim23-1 mutant yeast, primary screen, luminescence, uHTS | 330,000 tested, 1.3% active | S. cerevisiae tim23-1 growth, BacTiter-Glo luminescence, 24 h | inhibition, % at 20 µM;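 active means growth inhibition of the mutant yeast at or above 50%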;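 further: temperature-sensitive mutant grown at 25 °C; plate controls were DMSO-treated mutant yeast for no effect and medium wells lacking yeast for full effect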
# TIM10 inh: growth inhibitors of isogenic TIM10 control yeast, primary screen, counter-screen for tim10-1 yeast inhibitor project, luminescence, uHTS; S. cerevisiae TIM10 strain growth, BacTiter-Glo luminescence, 24 h; inhibition, % at 10 µM; 330,000 tested, 1.4% active;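 active means inhibition of 40% or more at the single tested concentration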;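 further: wild-type TIM10 isogenic control strain grown at permissive 25 °C; 0% = DMSO yeast wells and 100% = minimal medium wells without yeast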
# Jurkat NFkB inh: inhibitors of induced NF-kB luciferase reporter, primary screen, TCR NF-kB activation inhibitor project, cell-based, luminescence, uHTS | AID 435003, 2010 | 330,000 tested, 0.53% active | inhibition, % at 4 µM | Jurkat, PMA/ionomycin-induced NF-kB luciferase reporter; in the data active means inhibition above about 50%
# Mdm2 MdmX PPI: inhibitors of human Mdm2-MdmX association, primary screen, cell-based, luminescence, split luciferase, SaOS-2, uHTS; Protein Mdm4 (Homo sapiens) + E3 ubiquitin-protein ligase Mdm2 (Homo sapiens), …; SaOS-2 split-luciferase Mdm2/MdmX complementation; inhibition, % at 8 µM; 330,000 tested, 3% active; AID 485346, 2010;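 active means inhibition of at least 50% at 8 µM in the primary screen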
# Target sequence (O15151 whole entry, looked up): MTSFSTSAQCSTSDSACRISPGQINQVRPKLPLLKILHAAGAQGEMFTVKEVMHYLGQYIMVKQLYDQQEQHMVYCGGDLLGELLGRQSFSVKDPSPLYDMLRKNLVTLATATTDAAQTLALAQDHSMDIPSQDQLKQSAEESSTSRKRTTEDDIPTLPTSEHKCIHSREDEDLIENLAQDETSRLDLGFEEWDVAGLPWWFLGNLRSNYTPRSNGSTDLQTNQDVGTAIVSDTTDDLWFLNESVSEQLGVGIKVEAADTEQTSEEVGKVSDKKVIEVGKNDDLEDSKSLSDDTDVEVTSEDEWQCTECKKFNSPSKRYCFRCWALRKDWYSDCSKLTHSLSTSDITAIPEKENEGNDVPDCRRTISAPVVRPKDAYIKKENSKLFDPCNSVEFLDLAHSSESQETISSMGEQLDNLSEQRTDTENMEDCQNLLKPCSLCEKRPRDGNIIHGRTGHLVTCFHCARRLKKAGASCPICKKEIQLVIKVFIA
# Target sequence (Q00987 whole entry, looked up): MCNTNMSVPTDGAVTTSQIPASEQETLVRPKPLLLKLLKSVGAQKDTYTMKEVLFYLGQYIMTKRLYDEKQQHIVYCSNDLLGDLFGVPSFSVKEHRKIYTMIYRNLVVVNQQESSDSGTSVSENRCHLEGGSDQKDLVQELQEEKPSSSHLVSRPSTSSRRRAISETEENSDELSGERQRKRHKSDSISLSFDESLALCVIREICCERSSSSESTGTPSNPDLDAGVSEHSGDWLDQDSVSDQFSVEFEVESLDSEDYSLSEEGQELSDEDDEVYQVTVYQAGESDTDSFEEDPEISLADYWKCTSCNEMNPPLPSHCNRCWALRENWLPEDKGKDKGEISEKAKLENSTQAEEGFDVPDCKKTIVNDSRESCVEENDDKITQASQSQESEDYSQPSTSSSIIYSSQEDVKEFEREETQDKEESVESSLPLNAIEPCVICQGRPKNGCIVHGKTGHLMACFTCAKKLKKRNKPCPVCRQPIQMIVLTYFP
# UPR XBP1 act: activators of adaptive XBP1 UPR arm, primary screen, cell-based, CHO-XBP1 luciferase reporter, luminescence, uHTS; IRE1-XBP1 UPR activation; percent of tunicamycin response, DMSO as zero; 330,000 tested, 0.33% active; activation, % at 20 µM; AID 463104, 2010;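 active means versus positive control, 20 µM dose yields 30% or more activation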;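 further: 100% = tunicamycin at 10 µg/mL and 0% = DMSO only wells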
#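 Material: IRE1-XBP1 luciferase reporter CHO line / Quantity: one thousand reporter cells per well / Buffer or medium: F12 with 10% serum / Compound: 20 µM single concentration, DMSO 1% / Times: 6 h treatment, 37 °C / Detection: Steady-Glo luciferase glow luminescence, 10 min after reagent addition / Benchmarks: tunicamycin high, DMSO low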
# tim10-1 inh: growth inhibitors of tim10-1 mutant yeast, primary screen, luminescence, uHTS; S. cerevisiae tim10-1 ts strain growth, BacTiter-Glo, 24 h; inhibition, % at 20 µM; 330,000 tested, 2.2% active;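 active means inhibition of at least 40%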;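 further: mutant grown at 25 °C; 0% = DMSO wells with yeast and 100% = wells holding no yeast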
# CHOP UPR activ: activators of apoptotic CHOP UPR arm, primary screen, cell-based, CHO-CHOP luciferase reporter, luminescence, uHTS. UPR activation; percent of tunicamycin response over DMSO baseline. activation, % at 10 µM. 330,000 tested, 0.34% active. AID 449763, 2010;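 active means at 10 µM dose, activation of 40% or more, normalized to positive control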;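 further: 100% = tunicamycin at 10 µg/mL and 0% = DMSO alone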
#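 measured by = luciferase luminescence | assay system = CHO-CHOP cells, stable luciferase reporter of PERK-eIF2a-CHOP signalling | amount = 500 reporter cells seeded per well | timing = 6 h compound exposure at 37 °C after overnight seeding | controls = positive tunicamycin 10 µg/mL, negative DMSO alone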
# Active calls of the source: *. An excerpt; rates above refer to the full screens.
SMILES,697 NFkB inh,tim23-1 inh,TIM10 inh,Jurkat NFkB inh,Mdm2 MdmX PPI,UPR XBP1 act,tim10-1 inh,CHOP UPR activ
CCCc1nc2ccc(Br)cc2c(=O)n1-c1ccc([N+](=O)[O-])c(C(F)(F)F)c1,-26,3,-3,-6,37,0,3,-1.7
Cc1ccc(C(=O)NC2CC3CCC(C2)N3)cc1 (configuration not stated),17,-2,2,11,5,0,11,-1.8
CCOC(=O)c1c(C)n(CCOC)c2ccc(O)cc12,-14,7,7,-5,-4,-1,13,-1.1
COc1ccc(OC)c(CC(=O)N(C)C2CCCN(Cc3ccccc3F)C2)c1 (configuration not stated),-27,-4,-6,-9,-8,-4,17,-0.4
CC(=O)NNC(=O)CN1C(=O)CN=C(c2ccccc2)c2cc(Br)ccc21,11,10,-3,9,-1,1,2,1.7
CCCCCCC(Cl)(Cn1ccnc1)c1ccccc1 (configuration not stated),-20,-217,-123,6,9,-3,-39,-0.4
CC/C(=N\NC(=O)c1ccccc1Cl)c1c(O)n(C2CCCCC2)c(=O)[nH]c1=O,5,-3,8,1,12,2,0,0.7
CCCOC(=O)c1ccccc1C(=O)OCCC,13,-31,3,0,-18,-2,-14,1.4
CCc1nc(N2CCNCC2)c(C#N)c2c1CSC(C)(C)C2,-51,27,14,-6,4,1,19,1.2
O=[N+]([O-])c1cc(Cl)c(O)c(-[n+]2c(-c3ccccc3)cc(-c3ccccc3)cc2-c2ccccc2)c1,-1,11,-1,4,14,-5,10,0.9
O=c1[nH]c(=S)n(C2CC2)c(O)c1C=Nc1ccc2c(c1)OCO2,3,-2,5,11,22,1,-12,7.0
Cc1ccc(C)c(OCC(=O)N2CCN(Cc3ccc4c(c3)OCO4)CC2)c1,9,10,3,9,15,-1,9,-1.5
Cc1cccn2c(=O)c3c(nc12)N1CCC(Cc2ccccc2)CC1C1(C3)C(=O)N(C)C(=O)N(C)C1=O (configuration not stated),-18,45,24,-14,27,-1,39,1.6
Oc1ccccc1C1NCc2ccccc2-n2cccc21 (configuration not stated),4,4,14,-4,15,-6,11,0.5
O=c1c2ccccc2nc(/C=C/c2ccc([N+](=O)[O-])o2)n1-c1ccc(O)cc1,-221,-4,0,91*,75*,21,-4,94*
NCCc1ccccc1,11,10,0,7,9,-2,-2,0.8
Cc1ccc(CN2CCCN(Cc3ccc(Cl)cc3)S2(=O)=O)cc1,1,7,1,-2,10,-5,7,1.8
Cc1ccc(CN2CCCC(C(=O)c3cccc(C(F)(F)F)c3)C2)o1 (configuration not stated),-2,5,-12,-12,13,0,7,3.7
Cc1ccc2nc(C)n(-c3ccc(F)cc3)c(=O)c2c1,-1,21,-6,2,6,1,11,-0.2
Cc1ccc(N2C(=O)NC(=O)C(CCc3ccccn3)(Cc3ccc(F)cc3)C2=O)cc1 (configuration not stated),-29,10,3,-3,-19,-3,8,-0.2
COc1ccc2c(c1)c(CCN)c(C)n2Cc1ccccc1,10,-15,5,16,45,1,-8,-0.7
Cc1cc(Oc2cc(NN3CCCCC3)c([N+](=O)[O-])cc2[N+](=O)[O-])ccc1[N+](=O)[O-],-9,6,8,1,27,1,-1,-1.8
CC(=NCc1ccc2c(c1)OCO2)c1c(O)n(Cc2ccccc2)c(=O)[nH]c1=O,-8,-8,6,9,10,-2,9,0.7
OC1/C(=C/c2ccc(Cl)cc2Cl)N2CCC1CC2 (configuration not stated),15,13,7,15,0,-2,14,0.1
O=C(Nc1nc(-c2ccccc2)c(-c2ccccc2)s1)c1ccc(S(=O)(=O)N(CCCl)CCCl)cc1,-114,14,2,17,26,0,16,3.8
O=C1OCc2cc(N=Nc3c(O)[nH]c(=O)[nH]c3=O)ccc21,9,7,-1,5,5,3,3,-0.4
Cc1ccccc1-n1c(O)c(/C=N/NC(=O)c2ccccc2O)c(=O)[nH]c1=S,-9,-1,18,6,-3,1,8,-3.5
CCCOc1ccccc1C1SCC(=O)Nc2c1c(=O)[nH]n2C(C)CCC (configuration not stated),-26,11,-4,0,-18,0,15,-0.3
O=C(c1cc2cc(Cl)ccc2[nH]1)N1CCC2(CC1)OCCO2,-32,27,23,-21,-6,1,20,3.8
COC(=O)Cn1cc(/C=C2\C(=O)NC(=O)N(c3ccc(OC)cc3)C2=O)c2ccccc21,14,-24,-38,-3,9,-4,-20,4.2

# By substructure: the compounds so far with a CF3 group (two)
SMILES,697 NFkB inh,tim23-1 inh,TIM10 inh,Jurkat NFkB inh,Mdm2 MdmX PPI,UPR XBP1 act,tim10-1 inh,CHOP UPR activ
CCCc1nc2ccc(Br)cc2c(=O)n1-c1ccc([N+](=O)[O-])c(C(F)(F)F)c1,-26,3,-3,-6,37,0,3,-1.7
Cc1ccc(CN2CCCC(C(=O)c3cccc(C(F)(F)F)c3)C2)o1 (configuration not stated),-2,5,-12,-12,13,0,7,3.7

# More results follow:
SMILES,697 NFkB inh,tim23-1 inh,TIM10 inh,Jurkat NFkB inh,Mdm2 MdmX PPI,UPR XBP1 act,tim10-1 inh,CHOP UPR activ
Cc1cc(OC(C)C(=O)NCc2ccncc2)c2c3c(c(=O)oc2c1)CCCC3 (configuration not stated),23,6,13,10,21,-3,5,0.4
O=c1[nH]c(=O)n(Cc2ccco2)c(O)c1C=NCc1cccs1,27,-2,-10,7,-13,-2,5,0.3
CN(C)P(=NC(=S)c1cccn1C)(N(C)C)N(C)C,-22,20,11,3,-2,-1,3,-0.3
CC(=O)[C@@]1(O)CC[C@H]2[C@@H]3CC=C4C[C@@H](O)CC[C@]4(C)[C@H]3CC[C@@]21C,2,26,23,0,-16,-7,25,0.9
CCN(CC)N=O,13,4,6,11,29,-2,8,-0.9
COP(=O)(OC)C(NS(=O)(=O)c1ccccc1)C(Cl)(Cl)Cl (configuration not stated),-5,13,0,0,13,4,9,-1.0
CCC(=Nc1ccc(OC)cc1OC)c1c(O)[nH]c(=O)[nH]c1=O,-17,15,5,0,22,5,28,1.9
Cc1ccc(OCCOc2cccc(C=C3C(=O)NC(=O)NC3=O)c2)c(C)c1,-74,28,8,-67,-50,-7,18,-6.5
COc1ccc(N2CCN(Cc3nc4ccccc4[nH]3)CC2)cc1,5,22,-12,-17,4,-4,14,0.3
CC(C)[C@H]1CC2C3CC=C4C[C@@H](O)CC[C@]4(C)C3CC[C@]2(C)[C@H]1O (some centres not stated),-13,21,19,17,1,-5,2,-1.4
COc1cccc(CNCCc2cccc(F)c2)c1OC,2,-9,-21,2,9,-2,-33,-0.5
O=P(O)(Oc1ccccc1)OC(c1ccccc1)C(F)(F)F (configuration not stated),-14,4,1,-14,-7,-2,15,-2.1
COC(=O)c1c(N)n(Cc2ccc(OC)cc2)c2nc3ccccc3nc12,8,43,26,5,5,3,25,1.2
Cc1cccc(-n2c(-c3ccco3)nc3ccccc3c2=O)n1,7,14,3,6,29,-1,7,-2.8
O=C1NC(=S)NC(=O)C1C/C=C/c1ccccc1,12,3,7,9,-8,-2,13,0.4
Cc1nn(Cc2ccccc2)c(C)c1C=C1C(=O)NC(=O)NC1=O,-6,2,6,9,3,0,6,2.8
O=c1[nH]c(=O)n(-c2ccccc2F)c(O)c1C=NCCC1=CCCCC1,3,8,29,-6,16,-2,29,-0.5
CCN1CCC(NCC2CCCCC2)CC1,-2,-36,-273,-14,11,-3,-96,0.4
CCCNC(=O)c1c(N)n(Cc2ccco2)c2nc3ccccc3nc12,7,12,8,-2,7,0,26,0.7
O=c1[nH]c(=O)n(CCC2=CCCCC2)c(O)c1C=NCCCn1ccnc1,-10,-6,-18,-7,15,4,-14,-0.8
CCOc1c(P(=S)(N(C)C)N(C)C)c(C)nn1-c1ccccc1,1,36,1,-7,13,-3,26,-1.2
CN(C)C(=O)Oc1ccnc2cc(Cl)ccc12,24,-1,-5,-2,5,-1,-4,-0.2
COC1=CCC2([N+](=O)[O-])CN(C)CC1([N+](=O)[O-])C2 (configuration not stated),0,-1,5,3,27,-2,16,0.8
CCCn1nc2ccccc2c1P(=O)(N1CCOCC1)N1CCOCC1,8,6,-3,1,6,-1,0,0.9
CN1CCC(O)(c2ccc(Cl)cc2)C(C(=O)c2ccc(Cl)cc2)C1 (configuration not stated),10,-1,12,14,1,-2,24,1.7
O=C(NC(=O)c1c(F)cccc1F)Nc1cc(Cl)c(F)c(Cl)c1F,7,13,1,10,25,-4,15,1.7
COC(=O)C1=C(c2ccc(-c3ccccc3)c(F)c2)C[C@@H]2CC[C@H]1N2C(=O)NCCOc1ccc(OC)cc1,-38,33,18,14,41,-3,16,1.1
Cc1ccsc1C(=O)C1CCCN(Cc2cn(C)nc2C)C1 (configuration not stated),7,-3,8,-10,6,-1,8,-2.2
CCC(C)N1CCN(C(=O)COc2ccc3ccccc3c2)CC1 (configuration not stated),16,-2,2,15,18,0,-20,0.9
O=[N+]([O-])c1ccc(N2CCCC2)c2ccncc12,21,-3,-10,11,37,-2,-14,-2.3
CCCCn1c(O)c(C=Nc2c(C)n(C)n(-c3ccccc3)c2=O)c(=O)[nH]c1=O,22,-5,2,6,7,-1,-9,-0.7
CC(=O)Nc1ccc(OC(=O)c2ccccc2N)cc1,12,6,1,-10,12,-2,5,6.3
COc1ccc(CC(=O)N2C[C@H]3C[C@@H](C2)c2cccc(=O)n2C3)cc1,1,3,-4,0,1,-2,-13,1.2
CCOC(=O)c1cc(C(O)(C(=O)OC)C(F)(F)F)c(/N=C/N(C)C)o1 (configuration not stated),17,5,13,3,12,0,10,1.0
CCN(C(=O)COC(=O)c1cn(C)c2ccccc12)c1ccc(F)cc1,13,39,17,-2,-8,-1,30,4.2
Cc1c(C(c2ccc(Br)cc2)c2c(O)c3ccccc3oc2=O)c(=O)n(-c2ccccc2)n1C (configuration not stated),-1,24,-2,-3,9,-2,15,-0.6
CCC(=O)c1cn(Cc2ccccc2C#N)c2ccccc12,-1,9,16,11,-11,0,24,-1.2
CCN(CC)c1ccc(CNCCc2ccccc2F)cc1,-1,-12,-12,15,54*,-1,5,0.9
CCOC(=O)c1c(-n2c(C)cc(/C=C3/C(=O)NC(=O)N(CC)C3=O)c2C)sc2c1CCCC2,17,8,-10,-3,32,-1,17,1.1
CCN1C[C@]2(OC(=O)c3ccccc3NC(C)=O)CCC(OC)C34C5C[C@H]6C(OC)[C@]5(O)[C@](O)(C[C@@H]6OC)C(C[C@@H]32)[C@H]14 (some centres not stated),11,0,2,-14,8,3,6,0.0
O=CC(Cl)P(=O)(N1CCCCC1)N1CCCCC1 (configuration not stated),21,13,-4,8,25,4,16,1.2

# Gathered by group, the compounds so far containing a furan ring, fused or not
SMILES,697 NFkB inh,tim23-1 inh,TIM10 inh,Jurkat NFkB inh,Mdm2 MdmX PPI,UPR XBP1 act,tim10-1 inh,CHOP UPR activ
O=c1c2ccccc2nc(/C=C/c2ccc([N+](=O)[O-])o2)n1-c1ccc(O)cc1,-221,-4,0,91*,75*,21,-4,94*
Cc1ccc(CN2CCCC(C(=O)c3cccc(C(F)(F)F)c3)C2)o1 (configuration not stated),-2,5,-12,-12,13,0,7,3.7
O=c1[nH]c(=O)n(Cc2ccco2)c(O)c1C=NCc1cccs1,27,-2,-10,7,-13,-2,5,0.3
Cc1cccc(-n2c(-c3ccco3)nc3ccccc3c2=O)n1,7,14,3,6,29,-1,7,-2.8
CCCNC(=O)c1c(N)n(Cc2ccco2)c2nc3ccccc3nc12,7,12,8,-2,7,0,26,0.7
CCOC(=O)c1cc(C(O)(C(=O)OC)C(F)(F)F)c(/N=C/N(C)C)o1 (configuration not stated),17,5,13,3,12,0,10,1.0

# Source: PubChem
